RTF Ca sens inh = cardiac RTF calcium desensitization; IANBD-labeled cardiac RTF, Ca2+ fluorescence; inhibition, % at 7.15 µM; 340,000 tested, 0.12% active; AID 493244;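 active = inhibition above the mean inhibition of all tested compounds plus 3 SD, cut at about 17% in these data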;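 also: assay run at fixed EC70 calcium of 1.6 mM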
V-ATPase pHluor = yeast V-ATPase proton transport regulation by pHLuorin; S. cerevisiae, pHLuorin cytosolic pH fluorescence; response, % at 10 µM; 350,000 tested, 0.37% active; in the data active = response mostly above about 7.3%, no sharp cut-off; inactive = mostly below about 5.4%; also: actives read high; inactives centre near 0; some compounds called inactive have numbers as strong as hits; reference of the scale not given here
CAL PDZ FP = blocks peptide binding to the human CAL PDZ domain; Q9HD26; purified CAL PDZ, TMR-peptide fluorescence polarization, 1 h; inhibition, % at 24.9 µM; 300,000 tested, 0.92% active; AID 602252;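 active = mean inhibition of at least 30% with at least half of replicates also reaching 30%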;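 also: 0% = DMSO neutral control and 100% = excess unlabeled competitor peptide PRC23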
HTR5A inv ctr = HTR5A inverse agonism, opioid heterodimer counter-screen. P47898. HTR5A cell line, luminescence. inhibition, % at 9.3 µM. 340,000 tested, 0.083% active; in the data active = inhibition mostly above about 23%, no sharp cut-off; inactive = mostly below about 18%;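 also: 0% = cells with DMSO and 100% = no-cell wells with DMSO; some compounds called inactive have numbers as strong as hits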
Target sequence (P47898 whole entry, looked up): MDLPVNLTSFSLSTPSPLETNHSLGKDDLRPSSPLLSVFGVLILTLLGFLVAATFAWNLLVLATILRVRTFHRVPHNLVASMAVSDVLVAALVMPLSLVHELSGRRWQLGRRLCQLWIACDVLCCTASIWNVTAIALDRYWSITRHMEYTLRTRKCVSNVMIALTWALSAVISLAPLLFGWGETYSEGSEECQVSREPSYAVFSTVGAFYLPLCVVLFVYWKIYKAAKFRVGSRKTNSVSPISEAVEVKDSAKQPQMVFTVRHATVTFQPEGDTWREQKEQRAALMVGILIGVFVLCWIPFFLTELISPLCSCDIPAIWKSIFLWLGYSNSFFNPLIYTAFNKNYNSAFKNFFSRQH
C-LANA FP = blocks KSHV LANA C-terminal domain binding to DNA; MBP-C-LANA/FAM-LBS DNA binding, fluorescence polarization; inhibition, % at 9 µM; 340,000 tested, 0.078% active; AID 504423;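 active = highest replicate inhibition at or above 60% at 9 µM, even if other replicates fall short; inactive = all replicates below 60% inhibition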;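 also: 0% = neutral control wells and 100% = 4 µM acridine orange control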
OPRM1-OPRD1 ag = agonists of human mu-delta opioid receptor heterodimerization; cells, OPRM1-OPRD1 heterodimerization, luminescence; activation, % at 9.3 µM; 340,000 tested, 0.3% active; P35372+P41143; AID 504326; in the data active = activation above about 18%;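 also: 0% = vehicle-treated cells and 100% = reference agonist; values of inactives mirror those of a sister screen read the other way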
HTR5A ag = counter-screen for OPRM1-OPRD1 agonists: human HTR5A agonism. HTR5A agonist assay, luminescence, cell-based. 340,000 tested, 0.61% active. activation, % at 9.3 µM. P47898; in the data active = activation mostly above about 9.5%, no sharp cut-off; inactive = mostly below about 7.6%;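 also: 0% = cells with vehicle only and 100% = reference agonist; strong numbers were not always called active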
cardiac RTF act = cardiac RTF calcium sensitization; activation, % at 7.2 µM; IANBD-labeled TnC RTF fluorescence at EC20 calcium; 0% EC20 calcium, 100% full calcium; P19429+P45379; 340,000 tested, 0.24% active;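 active = activation above the mean over all tested compounds plus 3 SD, cut at about 30% in these data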;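 also: rise in fluorescence read as greater calcium sensitivity of cardiac thin filaments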
MOR-DOR inv ag = mu-delta opioid heterodimer inverse agonism; cell-based MOR-DOR heterodimer luminescence; AID 504357; 340,000 tested, 0.21% active; inhibition, % at 9.3 µM; in the data active = inhibition above about 22%, passing the limit was not always enough;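 also: 0% = cells with DMSO and 100% = wells without cells with DMSO; values of inactives mirror those of a sister screen read the other way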
Keap1 Nrf2 FP = disrupts human Keap1 binding to Nrf2 peptide. inhibition, % at 9.4 µM. Q14145. AID 504523. Keap1 Kelch-Nrf2 peptide fluorescence polarization, 1536-well. 340,000 tested, 0.15% active; in the data active = inhibition above about 12%;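 also: human Keap1 Kelch domain with fluorescein labeled Nrf2 9mer peptide probe; 0% = neutral control wells and 100% = peptide positive control; higher means more block of Keap1 binding to Nrf2 peptide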
Target sequence (Q14145 whole entry, looked up, the tested form may be a part): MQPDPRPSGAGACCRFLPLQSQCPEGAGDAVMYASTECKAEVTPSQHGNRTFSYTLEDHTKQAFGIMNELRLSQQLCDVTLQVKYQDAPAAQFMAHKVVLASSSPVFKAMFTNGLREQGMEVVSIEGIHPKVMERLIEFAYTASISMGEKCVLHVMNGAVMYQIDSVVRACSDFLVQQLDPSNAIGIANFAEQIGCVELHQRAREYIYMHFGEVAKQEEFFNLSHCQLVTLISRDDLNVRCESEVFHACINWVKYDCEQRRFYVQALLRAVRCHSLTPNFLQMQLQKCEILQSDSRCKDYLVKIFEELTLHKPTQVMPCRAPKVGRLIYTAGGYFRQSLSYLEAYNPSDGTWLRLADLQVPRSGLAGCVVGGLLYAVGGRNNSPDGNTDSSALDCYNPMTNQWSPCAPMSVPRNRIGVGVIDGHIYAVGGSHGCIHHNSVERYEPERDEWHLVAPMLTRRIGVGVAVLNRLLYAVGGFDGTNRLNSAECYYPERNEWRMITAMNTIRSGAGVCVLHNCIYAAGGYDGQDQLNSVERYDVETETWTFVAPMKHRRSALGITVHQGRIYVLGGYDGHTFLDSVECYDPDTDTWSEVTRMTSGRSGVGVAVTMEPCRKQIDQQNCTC
* hit, by the source's call; / = no result given. Not a hit list. About 2.8% of those tested had a hit in this group.

SMILES,RTF Ca sens inh,V-ATPase pHluor,CAL PDZ FP,HTR5A inv ctr,C-LANA FP,OPRM1-OPRD1 ag,HTR5A ag,cardiac RTF act,MOR-DOR inv ag,Keap1 Nrf2 FP
Cc1cc(-c2ccccc2)nc2cc(C(=O)NCCCn3ccnc3)nn12,-7,-2,0,-6,-2.3,-2.0,2,-1,8,0
O=C(CNC(=O)N1CC(=O)Nc2ccccc21)NCc1ccccc1,-6,-2,0,-7,-0.1,-1.2,4,1,6,2
CSc1nc(Oc2ccc(=O)[nH]n2)nc(N(C)C)n1,1,1,-1,-9,2.8,-1.9,0,-2,10,-2
COc1ccccc1C(CNC(=O)C(CCSC)NC(=O)c1ccccc1Cl)N1CCCC1 (configuration not stated),-6,5,0,-20,0.3,0.4,-1,-2,-3,-14
O=[N+]([O-])c1cc(S(=O)(=O)Nc2cccc(Cl)c2)ccc1N/N=C/c1ccc(N2CCOCC2)cc1,-5,-6,0,-7,2.1,-1.7,-5,-6,9,0
COc1ccc(N(CC(=O)NC(C)(C)C)C(=O)c2ccco2)cc1,-6,3,-1,-2,-0.7,1.1,0,0,-5,0
C=CCN(C(=O)CCC(=O)Nc1cc(C)on1)C(C(=O)NC1CCCC1)c1ccc(CC)cc1 (configuration not stated),-8,0,/,-1,-2.2,-1.1,0,-3,8,0
Cc1nccc(-c2ccc(-n3cnc4ccccc43)cc2)n1,-6,6,-4,14,2.1,-2.3,-1,-7,12,2
CC(=O)c1cccc(NC(=O)C2CCN(C(=O)c3cccs3)CC2)c1,7,5,-2,-6,-0.8,0.2,2,-1,-2,0
COc1cc(OC)cc(-c2nc(-c3ccccc3)no2)c1,-2,6,-3,-11,-2.9,-0.1,-1,3,0,-2
Cn1c(=O)c2c(nc(OCC3COC(C)(C)O3)n2Cc2ccccc2F)n(C)c1=O (configuration not stated),4,-3,-3,-8,0.9,-1.1,-1,2,6,-1
NS(=O)(=O)c1ccc(N2N=C(c3ccccc3)CC2c2ccccc2)cc1 (configuration not stated),-48,2,0,14,-2.0,2.0,4,43*,-11,2
CC(Oc1ccccc1)C(=O)N1CCN(c2ncccn2)CC1 (configuration not stated),-3,-4,-3,-17,0.6,-2.6,7,-5,10,2
COc1cccc(N2CCN(C(=O)/C=C/c3ccco3)CC2)c1,-6,-2,6,-4,0.5,-1.4,1,5,7,1
COc1ccc(CNC(=O)c2noc3c2CCCCC3)cc1,-2,1,/,-17,-0.9,-0.4,-3,0,2,-6

The results go on:
SMILES,RTF Ca sens inh,V-ATPase pHluor,CAL PDZ FP,HTR5A inv ctr,C-LANA FP,OPRM1-OPRD1 ag,HTR5A ag,cardiac RTF act,MOR-DOR inv ag,Keap1 Nrf2 FP
Cc1ccc(-c2nnc3n2N=C(c2ccccc2)CS3)cc1,-2,-2,-1,-2,-1.5,-3.1,1,-3,16,-1
COc1ccc(OC)c(-c2csc(N(C)C(=O)c3ccco3)n2)c1,-18,7,/,-12,1.5,1.1,10,0,-6,2
Cc1ccc(CC(=O)NC2CCN(Cc3ccccc3)CC2)cc1,1,2,-4,7,-0.8,-1.7,-2,6,8,-3
COc1ccccc1N1CCN(CC(=O)Nc2cc(C)nn2-c2nc(C)cc(C)n2)CC1,-4,-110,-2,2,-0.1,-2.8,-2,0,14,-4
Cn1c(N)c(C(=O)COC(=O)c2cc(-c3ccccc3)nc3ccccc23)c(=O)n(Cc2ccccc2)c1=O,-7,-4,5,0,-3.4,-2.2,15,2,12,-3
O=C/C(=C\Nc1ccc(Cl)cn1)c1nc2ccccc2o1,8,-1,-2,-19,11,0.6,2,4,-3,-1
CCN(CC)CCCNC(=O)c1nn(-c2ccc(OC)cc2OC)c(=O)c2ccccc12,-7,2,-7,-21,1.3,-0.2,4,-3,1,-1
CNC(=O)C12CC3CC(CC(Cl)(C3)C1)C2,-4,-2,-5,-8,3.4,-3.2,3,-4,19,7
COc1cc(C2c3cc4c(cc3OC(NNC(N)=S)C2C)OCO4)cc(OC)c1OC (configuration not stated),-4,-7,-2,-23,-1.2,-0.4,6,-4,2,-3
Cc1ccc(NC(=O)CN(C)C(=O)CSc2nnnn2C)cc1,1,-5,0,-17,-0.1,-3.5,4,-5,19,1
COc1cccc(C(=O)O/N=C(\C)c2cnccn2)c1,-7,-3,-6,-10,-1.1,-3.2,4,8,15,-3
Nc1c(-c2ccccc2)nnn1Cc1ccccc1,3,-5,-8,5,-1.5,-3.0,0,5,16,0
CCOC(=O)c1cnc2c(C)c(Cl)ccc2c1N1CCN(CC)CC1,0,0,-10,-14,-0.4,-0.9,4,5,4,2
COc1ccc(OCCNc2c([N+](=O)[O-])c(=O)oc3ccccc23)cc1,-3,1,4,8,2.8,-2.4,-3,6,13,-2
Brc1ccc(-c2nnc3ccc(N4CCN(c5ccccc5)CC4)nn23)cc1,6,0,-1,-28,0.2,-1.8,-2,4,10,-8

(further entries)
SMILES,RTF Ca sens inh,V-ATPase pHluor,CAL PDZ FP,HTR5A inv ctr,C-LANA FP,OPRM1-OPRD1 ag,HTR5A ag,cardiac RTF act,MOR-DOR inv ag,Keap1 Nrf2 FP
COc1ccc(-c2ccc(C(=O)C3CC3)cc2)cc1,-7,-2,0,13,-0.4,-4.0,-4,6,18,0
Cc1sc2ncnc(NCc3cccnc3)c2c1C,-8,4,-10,8,0.6,1.0,-3,5,-7,1
CCCCCC(=O)NNC(=S)NC(=O)c1ccc([N+](=O)[O-])cc1,-1,1,-6,0,5.4,1.1,0,-5,-6,0
COc1ccc(N/C=C\C(=O)c2ccc(C)cc2)cc1OC,-9,3,-7,-3,3.5,-1.2,1,8,7,4
O=C(CCN1CCN(c2ccccc2)CC1)Nc1nccs1,-2,4,-4,-20,-1.1,-1.5,7,0,9,-6
CC1(C)CC(C(CC(=O)N2CCCC2)Cc2ccccc2)CCO1 (configuration not stated),4,2,-3,13,2.3,-3.1,-5,7,16,-2
CCc1ccc(-c2nc(CN3CCC(C(=O)NCCc4ccc(OC)c(OC)c4)CC3)c(C)o2)cc1,-7,-2,-4,-1,1.6,-0.3,0,9,1,-1
NS(=O)(=O)c1cnccc1Nc1cccc(F)c1,-4,1,-7,3,0.1,0.8,-1,2,-4,4
CSc1ccc(S(=O)(=O)N2CCC(C(=O)NCCN3CCOCC3)CC2)cc1,-4,-2,0,-23,2.6,1.0,8,3,-5,-5
COc1ccc(N2C(=O)c3ccccc3NC2(C)C)cc1,-11,-1,-4,5,1.4,-2.4,-2,-1,12,-1
CC(C)NS(=O)(=O)c1ccc(CCC(=O)N2CCOCC2)cc1,-5,-2,-2,12,2.9,0.5,5,3,-3,1
COc1ccc(CNC(=O)C2CC(c3cccc([N+](=O)[O-])c3)=NO2)cc1 (configuration not stated),-29,-2,0,2,-0.7,-2.6,3,0,15,0
Cc1ccc(C)c(NC2=CC(=O)CC(C)(C)C2)c1C#N,1,-1,-2,-49,1.4,-0.7,-3,4,4,-2
CCN1CCN(c2ccc(NC(=O)c3ccc(Cl)c(S(=O)(=O)N4CCCC4)c3)cc2)CC1,-8,0,3,-13,-2.9,-0.5,5,2,3,1
CCOc1ccc(NC(=O)Nc2cc(-c3ccccc3)sc2C(=O)OC)cc1,17,7,-1,12,-1.2,-1.2,0,3,6,0

Later entries.
SMILES,RTF Ca sens inh,V-ATPase pHluor,CAL PDZ FP,HTR5A inv ctr,C-LANA FP,OPRM1-OPRD1 ag,HTR5A ag,cardiac RTF act,MOR-DOR inv ag,Keap1 Nrf2 FP
Cc1c(Cl)cccc1NC(=S)NC1CC1,-14,-2,-6,10,0.7,-0.3,-3,-10,1,2
CN(C)CCCNC(=O)N1c2ccccc2C=Cc2ccccc21,-7,5,/,-38,-0.5,-0.8,-1,3,4,-6
CC1(C)Cc2c(sc3nc(-c4ccccc4)oc(=O)c23)CO1,-22,0,7,-12,3.5,0.5,0,-5,-4,4
CC(=O)Nc1ccc(S(=O)(=O)N2CCC(NC(=O)c3ccccc3)CC2)cc1,-8,1,0,-8,-1.0,-1.2,2,1,6,4
COc1ccc(-c2noc(COC(=O)c3ccco3)n2)cc1OC,-5,-1,-3,-6,-0.5,-2.6,2,-3,11,-3
Cc1ccc(C(=O)NNC(=O)Cc2nc3nc(C)cc(C)n3n2)cc1,-10,2,-3,-3,-3.6,-2.2,1,-2,11,-7
Clc1ccccc1Cn1nnc(-c2cccs2)n1,-6,6,/,7,0.9,7.0,4,-2,-29,0
c1csc(-c2ccnc3ncnn23)c1,-20,11,-3,16,-0.1,-0.8,-6,5,4,-2
O=C(NNc1ncnc2c1cnn2-c1ccccc1)c1cccs1,1,2,7,14,0.4,-2.3,-3,-3,12,-1
CN(C)CCC1c2ccc(Cl)cc2CCc2cccnc21 (configuration not stated) (tested in a mixture with another compound),-6,-2,-3,-13,0.2,-2.4,3,7,13,-1
C[C@@H](C(=O)NCc1ccco1)N1C(=O)N2CCc3c([nH]c4ccccc34)[C@@]2(C)C1=O,-6,0,-2,2,-0.8,-2.9,3,8,15,3
COc1ccc(C(CNC(=O)c2ccc(OCc3ccccc3)cc2)N2CCOCC2)cc1 (configuration not stated),0,1,-2,13,0.8,-2.7,-5,4,12,-7
O=C(CN1CCCCC1)Nc1nnc(-c2ccccc2)s1,3,0,-2,11,-0.9,-1.9,-5,-5,9,-7
COc1ccccc1NS(=O)(=O)c1cc(NC(=O)CN2C(=O)NC3(CCCC3)C2=O)ccc1C,3,2,-4,-6,-0.1,-1.1,2,6,6,1
CC1CCCCN1CC(O)COCc1ccccc1 (configuration not stated),1,-6,-3,-14,-1.4,-2.1,4,-4,10,-1

(next part)
SMILES,RTF Ca sens inh,V-ATPase pHluor,CAL PDZ FP,HTR5A inv ctr,C-LANA FP,OPRM1-OPRD1 ag,HTR5A ag,cardiac RTF act,MOR-DOR inv ag,Keap1 Nrf2 FP
O=C(Nc1cc(C(=O)N2CCN(c3ccccc3)CC2)ccc1Cl)c1cccs1,6,0,-3,18,-0.8,-1.6,-8,-4,6,-3
COc1cc(NC2=CC(=O)CC(C)(C)C2)cc(OC)c1OC,-6,-1,3,-21,1.2,-1.8,-4,-4,10,0
CCOc1ccc(S(=O)(=O)n2cnc(C)c2)cc1,3,1,-1,-1,0.6,-3.1,0,-2,15,-1
COc1cc(C(=O)OCC(=O)NCc2ccco2)cc(OC)c1OC,4,4,-5,-10,1.5,-3.8,-4,-2,16,-5
Cc1cccc(-n2c(SCC(=O)NCc3ccco3)nc3ccccc3c2=O)c1,4,1,-2,4,-1.5,-2.7,-2,-4,14,-3
CCO[C@@H]1OC(C(=O)N2CCN(Cc3ccc4c(c3)OCO4)CC2)=C[C@H](c2cn(C(C)=O)c3ccccc23)[C@H]1CCCO,-7,2,-11,20,-0.9,-1.1,-5,3,6,-5
Cc1cc(F)c(F)cc1C(=O)N1CCCC1,-16,2,53*,3,0.4,-0.1,-1,5,1,-2
COc1ccc(N2CCN(S(=O)(=O)c3ccc(OC)cc3)CC2)cc1,-6,-1,0,0,0.4,0.0,-2,2,0,-4
CC1=C(C(=O)O)N2C(=O)C(NC(=O)c3nn(C)c(C)c3Cl)C2SC1 (configuration not stated),-13,6,7,8,1.8,0.7,-3,10,-3,-9
COc1ccc(-c2noc3c2-c2nc(-c4ccc(Br)cc4)sc2CC3)cc1,7,0,-1,20,-1.1,-1.9,5,0,11,-3
O=[N+]([O-])c1ccc(-c2nc(NCc3cccnc3)c3ccccc3n2)cc1,-5,-2,-2,9,4.2,-0.6,-2,-1,3,-5
